FLuc inh counter – counter-screen for luciferase assay inhibitors: firefly luciferase inhibition. P08659. ATPLite firefly luciferase biochemical luminescence, 10 min. inhibition, % at 10 µM. 1.5% of 200,000 active;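 active = inhibition above about 50% when tested at 10 µM, limit read from the data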
Target sequence (P08659 whole entry, looked up): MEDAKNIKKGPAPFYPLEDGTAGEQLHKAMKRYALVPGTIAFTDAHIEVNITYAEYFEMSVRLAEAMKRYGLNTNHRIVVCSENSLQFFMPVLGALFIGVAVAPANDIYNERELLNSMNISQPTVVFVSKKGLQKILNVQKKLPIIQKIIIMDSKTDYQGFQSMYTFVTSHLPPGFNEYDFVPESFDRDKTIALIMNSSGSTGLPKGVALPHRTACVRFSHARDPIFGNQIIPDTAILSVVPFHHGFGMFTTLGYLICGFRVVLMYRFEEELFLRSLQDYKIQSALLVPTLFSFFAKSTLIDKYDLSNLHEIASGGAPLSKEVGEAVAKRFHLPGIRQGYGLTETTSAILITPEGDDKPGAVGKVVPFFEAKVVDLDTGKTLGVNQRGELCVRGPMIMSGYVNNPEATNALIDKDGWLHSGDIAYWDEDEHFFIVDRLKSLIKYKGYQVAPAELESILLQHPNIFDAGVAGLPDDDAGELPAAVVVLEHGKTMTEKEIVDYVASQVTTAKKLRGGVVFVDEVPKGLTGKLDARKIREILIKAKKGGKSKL
STAT1 act – STAT1 signaling activation; NIH 3T3 STAT1-luciferase reporter, IFN-gamma, luminescence; 100% = IFN-gamma alone, no compound; activation (% of control), % at 5.5 µM; 2.6% of 200,000 active; AID 932;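 active = activation above the screen-wide mean activation plus 3 SD, cut at about 130% in these data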;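 also: raw ratio to IFN-gamma control signal so 100% means no change and 0% no light; values of inactives mirror those of a sister screen read the other way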
APP 5UTR inh – APP translation inhibition; AID 1285; inhibition, % at 2 µM; 0.82% of 190,000 active; SH-SY5Y APP 5'UTR-luciferase reporter, luminescence;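 active = inhibition above a set limit, derived from the sample mean plus 3 SD, cut at about 45% in these data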; also: values of inactives mirror those of a sister screen read the other way
RAM inhibit – inhibitors of the yeast RAM network | S. cerevisiae dse1pr::URA3 reporter, 5-FOA growth OD615, 2 d; analog-sensitive cbk1-as2 kinase mutant strain | inhibition, % at 50 µM | 1.8% of 190,000 active | AID 868;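 active = inhibition above a set limit, 3 SD over mean compound inhibition, cut at about 8.4% in these data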;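 also: 0% = DMSO-only wells with no growth and 100% = 10 µM 1-NA-PP1 full growth; inhibition rescues growth on 5-FOA so higher OD means more RAM inhibition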
STAT3 inh – inhibitors of IL-6 induced STAT3 signaling | inhibition, % at 5.5 µM | AID 862 | 0.89% of 190,000 active | U3A cells, IL-6 STAT3-luciferase reporter, luminescence; host cell line lacks STAT1;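 active = inhibition above the mean inhibition across all screened compounds plus 3 SD, cut at about 44% in these data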;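 also: 0% = DMSO only wells and 100% = 100 µM nifuroxazide control wells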
STAT1 blocker – inhibitors of IFN-gamma induced STAT1 signaling; NIH 3T3 STAT1-luciferase reporter, luminescence; inhibition, % at 5.5 µM; 0.35% of 200,000 active; AID 920;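 active = inhibition above a set limit, the mean inhibition across all tested compounds plus 3 SD, cut at about 34% in these data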;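 also: 0% = IFN-gamma with DMSO and 100% = IFN-gamma with 300 µM nifuroxazide; values of inactives mirror those of a sister screen read the other way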
STAT3 act – STAT3 signaling activation; U3A cells, IL-6 STAT3-luciferase reporter, luminescence; 100% = signal with IL-6 EC80 alone; activation (% of control), % at 5.6 µM; 0.91% of 190,000 active; AID 871;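 active = activation above the screen-wide mean of compound activation plus 3 SD, cut at about 130% in these data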;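 also: 0% = background luminescence of wells with medium and substrate only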
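Test system: Human STAT1-deficient U3A cells with stable STAT3-luciferase reporter | Also added: Interleukin-6, 33 ng/mL | Timing: Compound pre-incubation 1 h before IL-6, then 6 h stimulation at 37 °C | Technique: Luciferase reporter luminescence | Read-out: Percent of IL-6-only median luminescence | Benchmarks: IL-6-only wells as 100% reference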
NF-kB neuron act – NF-kB expression increase, human neuronal cells; fold change at 12.5 µM; NF-kB reporter expression; stronger effect = higher value; 1.6% of 190,000 active; AID 1239; in the data active = fold change above about 3.3
Hsp70 activator – Hsp70 transcriptional activation, primary screen; 0.04% of 200,000 active; HeLa Hsp70 promoter luciferase reporter, luminescence; scaled: vehicle 0, proteasome-inhibitor control 100%; activation, % at 10 µM;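 active = activation above the mean across all tested compounds plus 3 SD, cutoff set per campaign, cut at about 5.5% in these data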;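 also: 100% = MG132 at 30 µM as the positive control and 0% = DMSO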
APP 5'UTR act – activates APP 5'UTR luciferase reporter; 1% of 190,000 active; SH-SY5Y APP 5'UTR luciferase reporter, luminescence; zero percent = DMSO vehicle wells; AID 1276; activation, % at 2 µM;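 active = activation above a set limit, based on mean plus 3 SD of controls, cut at about 140% in these data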; also: values of inactives mirror those of a sister screen read the other way
* = called active by the depositor; nt = not tested or not shown.

Value order: Hsp70 activator | FLuc inh counter | NF-kB neuron act | STAT1 act | STAT3 act | STAT1 blocker | APP 5UTR inh | APP 5'UTR act | STAT3 inh | RAM inhibit
> O=S(=O)(Nc1ccc(N2CCOCC2)cc1)c1ccc2ccccc2c1
    -0.3 | -3 | 0.82 | 103 | 92 | -3 | -2 | 2 | 14 | 7.1
> CCOc1ccccc1N(CC(=O)NC1CCCCC1)C(=O)c1nsc(Cl)c1Cl
    -0.2 | -5 | 0.88 | 99 | 116 | 1 | 8 | -8 | -10 | -1.6
> O=C(CSc1nnc([C@@H]2CCCN2)o1)c1ccc(Cl)cc1
    0.0 | -6 | 0.94 | 125 | 97 | -28 | 1 | -1 | 6 | 0.2
> CCCCCCCSc1nc(N)cc(=O)[nH]1
    -0.2 | -7 | 1.1 | 101 | 96 | -1 | 3 | -3 | 10 | 0.8
> O=C(O)c1cccc(C(=O)Cc2ccccc2)c1
    -0.3 | -6 | 1.7 | 108 | 102 | -8 | -11 | 11 | 3 | -0.9
> Cc1c(/C=N/NC(=O)c2ccc3c(c2)OCO3)cnn1C
    -0.4 | 2 | 1.2 | 102 | 108 | -3 | -4 | 4 | -3 | 1.9
> CC1CCCN(C(=S)Nc2ccc(F)cc2)C1 (stereo unspecified)
    0.0 | -1 | 1.2 | 100 | 105 | -2 | -13 | 13 | 1 | 0.1
> CNCCCOc1ccc(C(C)(C)c2ccccc2)cc1
    -0.2 | 1 | 0.69 | 98 | 105 | 5 | nt | nt | -6 | 0.4
> Cc1cc(C(=O)COC(=O)c2ccc[nH]c2=O)c(C)n1CCc1ccc(F)cc1
    -0.3 | -3 | 1.2 | 99 | 99 | 0 | 6 | -6 | 3 | 3.9
> COCCCNC(=O)c1ccccc1SC
    0.6 | -4 | 0.83 | 98 | 98 | 2 | -5 | 5 | 6 | -0.5
> CC(C)Oc1ccc(/C(O)=C2/C(=O)C(=O)N(CCCn3ccnc3)C2c2cccnc2)cc1 (stereo unspecified)
    -0.1 | -2 | 1.2 | 98 | 104 | 2 | -6 | 6 | -6 | 2.4
> COc1cc(-c2noc(C3CCCN(S(=O)(=O)c4cccc(Cl)c4)C3)n2)cc(OC)c1OC (stereo unspecified)
    -0.3 | -7 | 0.49 | 104 | 97 | -4 | -12 | 12 | 9 | 3.2
> Cc1ccc2c(c1)N1C(=O)c3ccccc3C1C1=C(CC(C)(C)CC1=O)N2 (stereo unspecified)
    -0.4 | -7 | 1.1 | 95 | 97 | 5 | -6 | 6 | 6 | 4.3
> O=C(CSc1ccc([N+](=O)[O-])cn1)Nc1ccc(N2CCOCC2)cc1
    -0.2 | 1 | 1.1 | 102 | 103 | -4 | -5 | 5 | 1 | 2.9
> CCOC(=S)SCC(=O)N1CCc2ccccc2C1C1C(=O)CCCC1=O (stereo unspecified)
    -0.3 | -4 | 0.98 | 97 | 101 | 3 | -20 | 20 | -6 | 0.0
> CCC(C)NC(=O)c1ccc([N+](=O)[O-])c(Cl)c1 (stereo unspecified)
    -0.3 | -5 | 1.1 | 106 | 98 | -7 | 13 | -13 | 0 | 2.4
> O=C(O)COc1cnc2ccccc2n1
    0.2 | -3 | 1.3 | 102 | 108 | -1 | 4 | -4 | 0 | -0.8
> COc1ccc(S(=O)(=O)N(CC(=O)NCC2CCCO2)c2ccccc2)cc1OC (stereo unspecified)
    -0.4 | -5 | 1.1 | 96 | 99 | 4 | 3 | -3 | 4 | 0.3
> COc1ccc(S(=O)(=O)n2nc(C)cc2C)c(C)c1C
    -0.2 | -3 | 1 | 105 | 104 | -5 | 2 | -2 | -4 | -0.8
> COc1cc(-c2nc(CN3CCCN(C(=O)c4ccco4)CC3)c(C)o2)ccc1F
    -0.4 | -9 | 1.2 | 97 | 101 | 2 | -5 | 5 | 1 | 0.8

Eight neighbouring entries from above, quoted:
Value order: Hsp70 activator | FLuc inh counter | NF-kB neuron act | STAT1 act | STAT3 act | STAT1 blocker | APP 5UTR inh | APP 5'UTR act | STAT3 inh | RAM inhibit
> O=S(=O)(Nc1ccc(N2CCOCC2)cc1)c1ccc2ccccc2c1
    -0.3 | -3 | 0.82 | 103 | 92 | -3 | -2 | 2 | 14 | 7.1
> CCOc1ccccc1N(CC(=O)NC1CCCCC1)C(=O)c1nsc(Cl)c1Cl
    -0.2 | -5 | 0.88 | 99 | 116 | 1 | 8 | -8 | -10 | -1.6
> O=C(CSc1nnc([C@@H]2CCCN2)o1)c1ccc(Cl)cc1
    0.0 | -6 | 0.94 | 125 | 97 | -28 | 1 | -1 | 6 | 0.2
> CCCCCCCSc1nc(N)cc(=O)[nH]1
    -0.2 | -7 | 1.1 | 101 | 96 | -1 | 3 | -3 | 10 | 0.8
> O=C(O)c1cccc(C(=O)Cc2ccccc2)c1
    -0.3 | -6 | 1.7 | 108 | 102 | -8 | -11 | 11 | 3 | -0.9
> Cc1c(/C=N/NC(=O)c2ccc3c(c2)OCO3)cnn1C
    -0.4 | 2 | 1.2 | 102 | 108 | -3 | -4 | 4 | -3 | 1.9
> CC1CCCN(C(=S)Nc2ccc(F)cc2)C1 (stereo unspecified)
    0.0 | -1 | 1.2 | 100 | 105 | -2 | -13 | 13 | 1 | 0.1
> CNCCCOc1ccc(C(C)(C)c2ccccc2)cc1
    -0.2 | 1 | 0.69 | 98 | 105 | 5 | nt | nt | -6 | 0.4

Part of the list above, showing only Hsp70 activator:
SMILES,Hsp70 activator
CC1CCCN(C(=S)Nc2ccc(F)cc2)C1 (stereo unspecified),0.0
CNCCCOc1ccc(C(C)(C)c2ccccc2)cc1,-0.2

The list continues.
Value order: Hsp70 activator | FLuc inh counter | NF-kB neuron act | STAT1 act | STAT3 act | STAT1 blocker | APP 5UTR inh | APP 5'UTR act | STAT3 inh | RAM inhibit
> O=C(COC(=O)c1cccnc1Cl)c1ccccc1
    -0.2 | 59* | 1.3 | 130* | 103 | -33 | 0 | 0 | 1 | -0.1
> COc1ccc(NC(=S)NC2CCS(=O)(=O)C2)cc1 (stereo unspecified)
    -0.2 | -4 | 1.1 | 97 | 94 | 3 | -12 | 13 | 11 | -0.1
> CCCNC(=O)c1ccccc1NC(=O)CSCc1ccc(OC)cc1
    0.1 | -6 | 1.4 | 99 | 101 | 3 | 7 | -7 | -1 | 1.7
> Cn1c(=O)[nH]c(=O)c2c1nc(NCCCn1ccnc1)n2Cc1ccc(F)cc1
    -0.3 | -8 | 0.93 | 92 | 102 | 9 | 9 | -9 | 0 | -0.7
> CCCCNC(=O)C(c1ccc(-c2ccccc2)cc1)N(CCN1CCOCC1)C(=O)CCCCCN1C(=O)NC(c2ccc([N+](=O)[O-])cc2)C(C(=O)OCc2ccccc2)=C1C (stereo unspecified)
    -0.3 | -3 | 0.97 | 102 | 107 | -3 | -9 | 9 | -11 | 3.4
> COc1ccc(-c2nc3ccccn3c2C=O)cc1
    0.2 | 61* | 2.4 | 143* | 96 | -49 | -106 | 106 | 2 | -1.2
> CCC1CCCCN1CCCNC(=O)c1cn(CC(C)C)c(=O)c2cc(OC)c(OC)cc12 (stereo unspecified)
    -0.1 | -6 | 1.2 | 96 | 97 | 4 | 15 | -15 | 4 | 1.3
> CCOC(=O)/C=C1\SCC(=O)N1CC(=O)NC(C)C
    -0.1 | -4 | 0.93 | 96 | 97 | 4 | -17 | 17 | 9 | 0.0
> NC(=O)C1CCN(C(=O)/C=C/c2ccco2)CC1
    0.7 | 1 | 1.2 | 103 | 103 | -3 | 4 | -4 | -6 | 2.8
> N/C(=N\OC(=O)Cc1ccc(-c2ccccc2)cc1)c1cccc([N+](=O)[O-])c1
    -0.2 | -6 | 1.2 | 94 | 103 | 6 | 1 | -1 | 8 | 7.7
> Cc1cc(C)cc(N2Cc3ccccc3C2)c1
    -0.2 | -4 | 1.1 | 102 | 101 | -2 | -12 | 12 | 7 | 0.5
> COc1ccc(NS(=O)(=O)c2ccc(OCC(=O)N3CCCC3)cc2)cc1
    -0.3 | -4 | 1.7 | 97 | 96 | 4 | -17 | 17 | 9 | 2.7
> COC(=O)c1[nH]c2cc(OC)ccc2c1NC(=O)CCN1CCN(c2ccccc2)CC1
    0.0 | -3 | 1.1 | 108 | 102 | -9 | 4 | -4 | 4 | -0.3
> C=CCC(O)(CC=C)C(C)N (stereo unspecified)
    -0.2 | -5 | 1.5 | 106 | 101 | -8 | 8 | -8 | 6 | 2.0
> COC(=O)c1[nH]c2ccccc2c1NC(=O)CN1CCN(c2cccc(OC)c2)C(C)C1 (stereo unspecified)
    -0.5 | -1 | 0.55 | 95 | 99 | 5 | -5 | 5 | 4 | -0.1
> O=C(NC1CCCC1)c1ccccc1-c1nc2ccccc2[nH]1
    0.0 | -5 | 2.3 | 90 | 101 | 9 | -4 | 4 | -1 | 1.7
> CN(C)S(=O)(=O)c1ccc(C(=O)OCC(=O)Nc2sc3c(c2C#N)CCCCC3)cc1
    -0.2 | -6 | 1.5 | 102 | 100 | -3 | -4 | 3 | 2 | 3.6
> Nc1cc(=O)nc(SCC(=O)Nc2cccc3ccccc23)n1CCc1ccccc1
    -0.2 | -4 | 0.92 | 97 | 97 | 4 | -10 | 10 | 8 | 1.1
> CCOc1cnc(C(=O)NNC(=O)c2ccccc2Br)o1
    -0.2 | -3 | 1.1 | 101 | 100 | -2 | 9 | -9 | 3 | 0.4
> CCCCC1=NN(C(=O)c2cocc2C)C(O)(C(F)(F)F)C1 (stereo unspecified)
    -0.4 | -11 | 1 | 103 | 104 | -3 | -5 | 5 | -4 | 1.9
> CNC(=S)Nc1ccc(OC)c(OC)c1
    -0.3 | -8 | 1.1 | 95 | 100 | 5 | 10 | -9 | 7 | 0.9
> c1ccc2c(c1)[nH]c1c(N3CCCC3)ncnc12
    -0.2 | -1 | 0.76 | 84 | 63 | 17 | -24 | 24 | 46* | 0.1
> S=C(NCCN1CCOCC1)N/N=C/c1ccccc1
    -0.1 | -2 | 0.95 | 107 | 108 | -8 | -16 | 16 | -11 | 2.5
> COCCCNC(=O)CNC(=O)c1cn(-c2ccccc2OC)c(=O)c2ccccc12
    -0.1 | -4 | 0.91 | 103 | 97 | -4 | -1 | 1 | 7 | -1.2
> Cc1nc2ccccc2n1C(=O)c1ccccc1[N+](=O)[O-]
    -0.4 | -3 | 0.82 | 101 | 107 | -1 | -16 | 16 | -13 | 0.8
> CC(C)(C)NS(=O)(=O)CC12CCC(CC1=O)C2(C)C (stereo unspecified)
    0.4 | -2 | 1.2 | 104 | 102 | -4 | -1 | 1 | 3 | 1.3
> NC(=O)c1ccccc1OCC(=O)NS(=O)(=O)c1ccccc1
    -0.1 | -7 | 1.1 | 99 | 100 | 1 | 2 | -2 | 6 | 1.4
> C=C(C)Cn1c(C(C)NC(=O)CCC)nc2ccccc21 (stereo unspecified)
    -0.2 | -8 | 0.96 | 105 | 96 | -4 | -8 | 7 | 11 | 4.8
> COc1ccc(C(N)CCc2ccco2)cc1 (stereo unspecified)
    -0.2 | -1 | 1.6 | 96 | 101 | 4 | -16 | 16 | 1 | 3.2

Bioassay records deposited in PubChem BioAssay by several laboratories.
